Compound activity as filed in PubChem BioAssay.
NALP3 yeast inh – inhibitors of NALP3 inflammasome in yeast; inhibition, % at 10 µM; Yeast reconstituted NLRP3/ASC/caspase-1, beta-gal luminescence, 24 h; 330,000 tested, 0.39% active;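 active means inhibition of 50% or more; inactive means inhibition below 50%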;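 further: plate controls were induced DMSO wells for no effect and uninduced yeast grown without galactose for full effect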
APJ antagonist – antagonists of human APJ apelin receptor. P35414. CHO-K1 APJ beta-arrestin complementation, luminescence. inhibition, % at 20 µM. 330,000 tested, 0.32% active. AID 2521;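 active means inhibition above about 40% at 20 µM, limit read from the data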;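 further: cells challenged with 10 nM apelin-13 agonist together with compound; plate controls were apelin-13 plus DMSO wells for no effect and DMSO wells lacking apelin-13 for full effect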
Target sequence (P35414 whole entry, looked up): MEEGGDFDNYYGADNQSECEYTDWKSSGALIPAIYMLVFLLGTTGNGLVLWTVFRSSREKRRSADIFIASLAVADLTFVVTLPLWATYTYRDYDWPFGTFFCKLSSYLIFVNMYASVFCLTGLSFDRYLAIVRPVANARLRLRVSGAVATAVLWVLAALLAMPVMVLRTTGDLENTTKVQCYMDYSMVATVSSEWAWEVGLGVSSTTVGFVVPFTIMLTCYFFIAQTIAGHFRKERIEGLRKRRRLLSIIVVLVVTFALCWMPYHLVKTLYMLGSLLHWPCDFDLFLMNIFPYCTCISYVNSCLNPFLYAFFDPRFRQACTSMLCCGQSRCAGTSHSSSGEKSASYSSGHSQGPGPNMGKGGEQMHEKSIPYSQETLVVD
beta cell repl – inducers of beta-cell replication in MIN6 cells; proliferation, % at 10 µM; AID 2380; 330,000 tested, 0.29% active; MIN6 cells proliferation, ATPlite luminescence, 48 h; cells starved in 0.2% serum; 100% = growth in 10% serum;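 active means compounds whose signal lies at least 3.5 SD above the mean of all wells on their plate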;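 further: 0% = DMSO-treated cells in low-serum medium and 100% = 10% serum control; some compounds called inactive have numbers as strong as hits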
TIM10 inh – growth inhibitors of TIM10 yeast strain; inhibition, % at 10 µM; S. cerevisiae TIM10 strain growth, BacTiter-Glo luminescence, 24 h; 330,000 tested, 1.4% active;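 active means inhibition of 40% or more at the single tested concentration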;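 further: wild-type TIM10 isogenic control strain grown at permissive 25 °C; 0% = DMSO yeast wells and 100% = minimal medium wells without yeast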
APJ agonist – agonists of human APJ apelin receptor; CHO-K1 APJ PathHunter beta-arrestin, luminescence; 0% DMSO wells, 100% apelin; activation, % at 20 µM; 330,000 tested, 0.11% active;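 active means activation more than six SD over the plate average, tested at 20 µM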;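 further: 0% = DMSO alone and 100% = apelin-13 at 10 nM; some results filed as inactive read as strong as hits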
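Test system: CHO-K1 APJ beta-arrestin complementation cell line. Amount: cell density 1000 per well. Controls: DMSO negative, 10 nM Apelin-13 positive. Signal: luminescent beta-gal fragment complementation, chemiluminescent substrate. Read-out basis: agonist-driven arrestin binding to APJ. Timing: compound stimulation 90 min at 25 °C, detection 60 min.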
tim23-1 inh – inhibits growth of tim23-1 mutant yeast | 330,000 tested, 1.3% active | S. cerevisiae tim23-1 growth, BacTiter-Glo luminescence, 24 h | inhibition, % at 20 µM;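 active means growth inhibition of the mutant yeast at or above 50%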;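 further: temperature-sensitive mutant grown at 25 °C; plate controls were DMSO-treated mutant yeast for no effect and medium wells lacking yeast for full effect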
NR3A LBD binder – NR3A (human) ligand-binding domain modulation; 340,000 tested, 2.5% active; NR3A LBD differential scanning fluorimetry, Tm shift; 0% = protein alone, 100% = glycine-bound protein; Tm shift relative to glycine control, % at 25 µM;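 active means melting temperature shift of at least 10% of the positive control shift, at one fixed dose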
tim10-1 inh – tim10-1 yeast growth inhibition | S. cerevisiae tim10-1 ts strain growth, BacTiter-Glo, 24 h | inhibition, % at 20 µM | 330,000 tested, 2.2% active | AID 463190;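 active means inhibition of at least 40%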;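 further: mutant grown at 25 °C; 0% = DMSO wells with yeast and 100% = wells holding no yeast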
MPTP block – permeability transition pore inhibition; isolated mouse mitochondria, Ca2+ swelling absorbance, 30 min; inhibition, % at 10 µM; 360,000 tested, 1.4% active; AID 602449;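 active means inhibition of 50% or more, scaled per plate between neutral and stimulator controls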;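 further: 0% = DMSO wells given calcium and 100% = 1 mM EGTA wells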
Active calls of the source: *; / = not tested or not shown. Rows are unselected; any-hit rate near 7.2%.

Under each structure: NALP3 yeast inh, tim10-1 inh, MPTP block, tim23-1 inh, TIM10 inh, NR3A LBD binder, beta cell repl, APJ agonist, APJ antagonist
- Cc1cc(C)n(-c2nc3ccccc3nc2N2CCN(S(=O)(=O)c3ccc4ccccc4c3)CC2)n1
 : 10, 22, -0.7, 17, 23, 0, -4, -2, -15
- CCOC(=O)CSc1cccc2cccnc12
 : 9, 35, -4.9, 11, 4, -2, -4, -7, 37
- Cc1ccc(-c2csc3ncnc(N4CCN(Cc5ccccc5)CC4)c23)cc1
 : 5, 18, -0.5, 38, 11, -2, -6, 9, -4
- O=C(C[C@@H]1C/C=C\C[C@@H](NC(=O)OCC2c3ccccc3-c3ccccc32)C(=O)OC[C@@H](Cc2ccccc2)NC1=O)NCCO
 : 26, 6, 0.0, 12, 1, -2, -6, -1, -5
- O=C1NCCC/C1=N/Nc1cc(F)ccc1F
 : 31, -7, 0.4, 22, -24, 1, -2, 4, -28
- CS(=O)(=O)NN1C(=O)c2ccccc2NC1c1cccc(O)c1 (centres undefined)
 : 9, 8, 0.5, 13, -5, 0, 5, -2, -10
- O=C1c2ccccc2S(=O)(=O)N1CC1CC(c2ccccc2Cl)=NO1 (centres undefined)
 : 22, 23, 1.2, 17, 8, -2, 0, -1, 8
- O=C1CC(c2ccsc2)c2ccc3ccccc3c2N1 (centres undefined)
 : 2, 38, -0.7, 33, 14, 0, -3, -3, 9
- Cc1cc(C)cc(C(=O)N2CCCCCC2)c1
 : 14, 19, 0.7, 2, -21, 0, -1, -3, -9
- COc1ccc(NS(=O)(=O)c2cc(C(=O)O)ccc2C)cc1
 : 4, -4, 0.5, 2, 3, 1, -3, -4, 5
- COc1ccc(C(=O)c2oc3ccccc3c2NC(C)=O)cc1
 : 18, 24, 1.3, 27, 8, 1, -1, -1, 13
- Cc1nnc(SCC(=O)c2c(N)n(Cc3ccccc3)c(=O)n(C)c2=O)n1C
 : 1, 12, 0.2, 10, -2, 0, -4, -6, 16
- CCN(CC)Cc1oc(-c2ccccc2)cc1C(=O)O
 : -12, 6, 0.2, 24, -4, -1, -2, -2, 4
- COc1ccc(-n2c(=O)[nH]cc(C(=O)Nc3ccccc3)c2=O)cc1
 : 6, -4, -0.5, -13, 1, 1, -2, -2, -66
- Cn1c2ccccc2c2nnc(SCC(N)=O)nc21
 : 15, 14, -0.6, 7, -23, 4, -3, -1, -13
- C[C@@H](NC(=O)[C@@H]1Cc2ccccc2CN1C(=O)OC(C)(C)C)C(=O)NC1CCCC1
 : 9, 3, -0.3, -7, 14, 0, -3, -4, -15
- Cc1cc(=O)[nH]c(SC/C=C/c2ccccc2)n1
 : 23, 9, -0.8, 2, 15, 0, -2, 0, 2
- O=C(CNC(=O)c1ccc(Cl)cc1Cl)OCc1cn2cc(Br)ccc2n1
 : 5, -20, 3.5, -2, -27, 3, 2, -2, 12
- CCc1ccc(C2C(C#N)=C(N)Oc3cc(N)ccc32)cc1 (centres undefined)
 : 9, -3, 0.5, 23, 18, 6, 0, 5, 1
- CCOc1ccc(NC(=O)CSc2nc3c(c(=O)n2C)SC(C)C3)cc1 (centres undefined)
 : 11, 8, -0.3, -3, 0, -2, -2, -1, 4
- COCCCNC(=O)c1c(N)n(-c2ccc(S(N)(=O)=O)cc2)c2nc3ccccc3nc12
 : -4, 0, -1.1, -17, 3, -8, 0, -2, 8
- Cc1ocnc1C(=O)Nc1ccc(Cl)cc1
 : 26, 11, 0.3, 7, 6, 0, -3, 0, -1
- CCOc1ccccc1NC(=O)/C(C#N)=C/c1c(C)nn(-c2ccccc2)c1Cl
 : 20, 5, 0.5, -8, -3, 0, -5, 2, -6
- O=C(c1ccc(Cl)c(S(=O)(=O)NCc2ccco2)c1)N1CCN(c2ccc(F)cc2)CC1
 : 17, 24, -2.6, 5, -1, 4, 2, -6, -3
- N#Cc1c(/N=C/c2ccco2)sc2c1CCCCC2
 : 25, 31, -0.5, 30, 27, 3, 0, -2, 8
- CCS(=O)(=O)c1ccc2c(c1)N(S(=O)(=O)c1ccc(OC)cc1)CC(C(=O)O)O2 (centres undefined)
 : -7, 6, -0.6, -5, 9, 0, 0, -5, 5
- COC(=O)Cn1c(=O)cnc2ccccc21
 : 12, 4, 1.9, 9, 2, 2, -3, -3, 15
- O=C(Cn1cnc(S(=O)(=O)N2CCCCC2)c1)Nc1ccc(OC(F)(F)F)cc1
 : -5, -5, -1.1, -6, 5, -1, -1, -1, -6
- CCc1nn(C(C)C(=O)NCc2cccc(OC)c2)c(=O)c2cc3occc3n12 (centres undefined)
 : 2, 14, 0.5, 15, -1, -8, 3, -3, 27
- Cc1ccc(NC(=O)c2nc[nH]c2C(=O)N(C)Cc2ccccc2)cc1
 : 8, 22, -0.2, 41, 16, -4, -3, 0, 11

Brought forward from above: 2 compounds, then new ones.
Under each structure: NALP3 yeast inh, tim10-1 inh, MPTP block, tim23-1 inh, TIM10 inh, NR3A LBD binder, beta cell repl, APJ agonist, APJ antagonist
- CCc1nn(C(C)C(=O)NCc2cccc(OC)c2)c(=O)c2cc3occc3n12 (centres undefined)
 : 2, 14, 0.5, 15, -1, -8, 3, -3, 27
- Cc1ccc(NC(=O)c2nc[nH]c2C(=O)N(C)Cc2ccccc2)cc1
 : 8, 22, -0.2, 41, 16, -4, -3, 0, 11
- Cc1nc2nc(SCC(=O)NCCCN3CCCC3)nn2c(C)c1Cc1ccccc1Cl
 : 14, -1, -0.1, 6, 6, -3, -1, -6, 15
- CCCN1CCC(NC(=S)Nc2cccc(Cl)c2Cl)CC1
 : 19, -5, 2.8, -7, -16, -1, -2, -3, 9
- C/C(=N\Nc1nc(-c2cc(C)ccc2C)cs1)c1cc2ccccc2oc1=O
 : 16, 13, -0.9, 8, 19, -4, -1, 1, -28
- Cc1ccc(S(=O)(=O)n2nc(-n3c(C)ccc3C)c3c(F)cccc32)c2ccccc12
 : 2, -10, 1.7, 8, -3, -1, -3, -5, 12
- O=C(CSc1nnnn1-c1cccnc1)Nc1ccc(F)cc1F
 : 8, -3, -0.1, 6, 0, -5, 2, 0, 18
- CCN(CC)C(=O)[C@]1(c2ccccc2)C[C@@H]1CN
 : 19, 2, /, 2, 7, /, 12*, 3, 11
- OC(COc1ccc(Br)cc1)CN1CCN(c2ccccc2)CC1 (centres undefined)
 : 43, -64, 0.0, -6, -15, -1, 4, -5, 8
- CC12C(=O)N(CCC(=O)O)C(=O)C1C1C=CC2C1 (centres undefined)
 : 6, 7, -2.8, 2, -3, -1, 3, -3, 3
- Cc1nnc(SCC(=O)NCc2ccc(Cl)cc2)[nH]c1=O
 : 23, 15, -3.5, 9, -10, 0, 2, -4, 9
- CC(C)(C)OC(=O)N1CCC[C@H]1c1nnc(SCc2c(Cl)cccc2Cl)o1
 : 3, 14, 2.6, 28, 15, 3, -2, -1, 15
- O=C(NC1CCCC1)c1ccc(CS(=O)(=O)c2cccc(C(F)(F)F)c2)o1
 : 13, 7, 1.1, 1, 5, -4, -2, -3, 10
- CCN(C(=O)c1ccc(S(=O)(=O)N2CCC(C)CC2)cc1)C1CCS(=O)(=O)C1 (centres undefined)
 : 11, 3, -0.4, 10, -8, -1, 1, 8, 19
- COc1cccc(Cn2cnc3c(N)c(C)c(C)cc32)c1
 : -6, 6, 0.4, -11, 13, -1, -1, -2, 4
- CCn1c(=O)cc(SCC(=O)Nc2cccc(C)n2)c2ccccc21
 : 7, 3, 3.2, 0, -37, 5, -5, 1, 0
- COC(=O)C(C)Sc1ncnc2c1nnn2-c1ccc(F)cc1 (centres undefined)
 : 10, 31, -3.5, 19, 24, 0, 0, -5, 32
- COc1ccccc1NS(=O)(=O)c1ccc(NC(=O)c2ccccn2)cc1
 : 17, 21, -0.4, 28, 10, 3, 1, -7, -39
- Cc1cccc(N2CCN(C(=O)c3ccccc3NC(=O)C3CC=CCC3C(=O)O)CC2)c1 (centres undefined)
 : -6, 31, 1.1, 8, -5, 0, -3, -2, -11
- CCOc1ccc(NC(c2ccccn2)c2oc(CO)cc(=O)c2O)cc1 (centres undefined)
 : 14, 5, 1.4, 1, 2, -4, -3, -2, -2
- O=C(CNS(=O)(=O)c1ccc2ccccc2c1)OCC(=O)c1ccc(Br)s1
 : 13, 24, 2.8, 15, 27, -10, 1, 1, 7
- O=C(CCC(=O)N1CCOc2ccc(Cl)cc21)NCCCN1CCN(Cc2ccccc2)CC1
 : 9, -5, -0.9, 8, -6, -2, 0, -5, 4
- CCCCOCCCNC(=S)Nc1ccc(S(=O)(=O)N2CCOCC2)cc1
 : 18, 11, 36, 14, -4, -2, -5, -6, -5
- Cc1ccc(C(=O)NC(C)(COc2nonc2C)COc2nonc2C)cc1
 : -2, 7, 1.0, -3, 1, 6, -1, -2, -8
- CSc1nc(-c2ccccc2)c(C#N)c(=O)[nH]1
 : 18, 8, 4.2, 6, -6, 0, 1, -3, -8
- COc1ccc(NC(=O)C2CC(c3ccccc3O)=NO2)cc1OC (centres undefined)
 : 22, 11, 0.2, 10, -7, 3, -3, -5, 5
- CC1CN(C(=O)COC(=O)Cc2ccc(Cl)cc2)CC(C)O1 (centres undefined)
 : -9, 23, 0.2, -6, -4, -1, 2, -1, 9
- Cc1nn2c(CN(C(=O)CN3CCOCC3)c3ccccc3)nnc2c2ccccc12
 : 7, 1, 0.8, 11, 4, -5, -1, 0, 2
- COc1cccc2cc(C(=O)NCCC3=CCCCC3)c(=O)oc12
 : 23, 22, 2.2, -3, 34, -6, -3, 0, 3
- CC1Cc2nc(SCC(=O)NC3CCCCC3)n(C)c(=O)c2S1 (centres undefined)
 : 1, 11, 1.7, 7, 13, 0, -2, -5, 12
- CCCCNC(=O)c1onc(CSc2ccccc2)c1C(=O)O
 : 18, 7, 1.4, 17, 1, 2, -1, 6, -34
- CCOc1cc(C(=O)OCC(=O)Nc2ncc(Cl)c(C)c2Cl)ccc1OCC(=O)N1CCOCC1
 : 18, 18, -1.7, 11, 13, -3, 0, 6, -14
- Cc1ccc(N2C(=O)CC(Nc3ccccc3)C2=O)cc1 (centres undefined)
 : 13, 12, 0.1, 16, 17, -1, -3, 0, -29
- Cc1ccc(/C=N/N2CCOCC2)s1
 : 16, -8, -3.9, -13, -2, 0, -4, -3, 4
- CCS(=O)(=O)c1ccc(O)c(NC(=O)COc2ccc(Cl)cc2)c1
 : -16, -2, 0.9, 0, 0, 1, -1, -3, -1
- CC1Cc2nc(SCC(=O)NCc3ccccc3)n(Cc3ccccc3)c(=O)c2S1 (centres undefined)
 : 8, 26, -1.9, 15, 1, -4, 1, -8, 10
